# Source: PubChem BioAssay (The Scripps Research Institute Molecular Screening Center)
# TbREL1 inh: TbREL1 inhibition, primary screen; inhibition, % at 9.66 µM; 89,000 compounds, 0.49% hits; AID 1117264; TbREL1 RNA ligation, FRET fluorescence;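 active means inhibition above the mean inhibition across all screened compounds plus 3 SD, cut at about 11% in these data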;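 further: 0% = plate median of test wells and 100% = NSC42067 control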
# Target sequence (P86926 whole entry, looked up): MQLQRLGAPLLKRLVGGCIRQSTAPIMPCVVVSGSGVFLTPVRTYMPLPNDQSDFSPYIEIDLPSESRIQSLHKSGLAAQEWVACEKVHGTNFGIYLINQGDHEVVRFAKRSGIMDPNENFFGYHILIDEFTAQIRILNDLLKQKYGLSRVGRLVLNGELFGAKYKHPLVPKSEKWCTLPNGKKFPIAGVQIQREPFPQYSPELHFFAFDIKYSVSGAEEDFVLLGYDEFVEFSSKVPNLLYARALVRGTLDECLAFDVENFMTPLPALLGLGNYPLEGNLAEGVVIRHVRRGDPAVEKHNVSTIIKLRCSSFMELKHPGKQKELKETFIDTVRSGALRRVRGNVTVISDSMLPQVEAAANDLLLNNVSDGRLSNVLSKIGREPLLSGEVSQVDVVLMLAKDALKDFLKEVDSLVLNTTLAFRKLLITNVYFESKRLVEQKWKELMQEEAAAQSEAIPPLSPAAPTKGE
# Active calls of the source: *. This is a subset (hit frequency here may not be typical).
# Start of the data: the first 3 records, ahead of the listing:
SMILES,TbREL1 inh
COc1ccccc1S(=O)(=O)N(C)C[C@@H]1Oc2cc(C#CCC(C)C)ccc2S(=O)(=O)N([C@H](C)CO)C[C@@H]1C,0
COc1ccc(C2CC(C(F)(F)F)n3nc(C(=O)O)cc3N2)cc1 (configuration not stated),0
CC1(C)CC[C@]2(C(=O)O[C@@H]3O[C@H](CO)[C@@H](O)[C@H](O)[C@H]3O)CC[C@]3(C)C(=CCC4[C@@]5(C)CC[C@H](O[C@@H]6O[C@H](C(=O)O)[C@@H](O[C@H]7OC[C@@H](O)[C@@H](O)[C@@H]7O)[C@H](O)[C@H]6O)C(C)(C)C5CC[C@]43C)[C@@H]2C1 (some centres not stated),0

# Main list, repeating the preview:
SMILES,TbREL1 inh
COc1ccccc1S(=O)(=O)N(C)C[C@@H]1Oc2cc(C#CCC(C)C)ccc2S(=O)(=O)N([C@H](C)CO)C[C@@H]1C,0
COc1ccc(C2CC(C(F)(F)F)n3nc(C(=O)O)cc3N2)cc1 (configuration not stated),0
CC1(C)CC[C@]2(C(=O)O[C@@H]3O[C@H](CO)[C@@H](O)[C@H](O)[C@H]3O)CC[C@]3(C)C(=CCC4[C@@]5(C)CC[C@H](O[C@@H]6O[C@H](C(=O)O)[C@@H](O[C@H]7OC[C@@H](O)[C@@H](O)[C@@H]7O)[C@H](O)[C@H]6O)C(C)(C)C5CC[C@]43C)[C@@H]2C1 (some centres not stated),0
O=C1CC(c2ccco2)CC(O)=C1C=Nc1cc(Cl)ccc1Cl (configuration not stated),-1
COc1ccc(NC(=O)CN(C)C(=O)c2cc(S(=O)(=O)N3CCCCCC3)ccc2OC)cc1,5
CC(C)(C)[C@H]1COC(=O)[C@@H](Cc2ccc(F)cc2)CC/C=C/C[C@@H](CC(=O)N[C@@H](CO)Cc2ccccc2)C(=O)N1,-1
COc1ccc(CN=C2NN=C(c3ccccc3)CS2)cc1,-5
CCn1cc(Br)c(C(=O)Nc2cccc(SC)c2)n1,-3
CCN1C[C@@H]2[C@@H]3C(=O)N(C)C(=O)[C@@H]3[C@](CC)(C1=O)N2C(=O)c1ccc(Cl)cc1,-3
CSc1ccc(S(=O)(=O)NCC(=O)OCC(=O)N(C)CC(=O)Nc2ccccc2Cl)cc1[N+](=O)[O-],-1
O=C(/C=C/c1cn(-c2ccccc2)nc1-c1cccnc1)c1ccco1,0
NS(=O)(=O)c1ccc(CCNc2ccn3nc(-c4ccc(OCCN5CCOCC5)cc4)cc3n2)cc1,-2
CSc1ccc(C2=CC(=O)C[C@H](c3ccc(F)cc3)C2)cc1,2
COc1ccc(N2C(=O)CN(Cc3ccc(OC)c(OC)c3)C2=S)cc1,0
O=C(O)C1=C[C@H](c2ccccc2)C[C@H](OCCCCO)O1,-1
CCCn1c(SCC(=O)Nc2c(CC)cccc2CC)nnc1C(C)C,-1
CCc1ccccc1NC(=O)NNC(=O)CCc1ccccc1,1
COCc1cc(N2CCN(C(=O)OC(C)(C)C)C[C@H]2C)ccc1N1CCN(Cc2ccccc2)[C@@H](C)C1,-3
O=C(NCCO)C(=O)NCC1OCCCN1S(=O)(=O)c1cccs1 (configuration not stated),-1
Cc1ccc(S(=O)(=O)N(CCO)Cc2cc3ccc(C)c(C)c3[nH]c2=O)cc1,4
COc1ccc(S(=O)(=O)N2CCC(C(=O)N3CCN(C)CC3)CC2)cc1OC,-1
Nc1nonc1-c1noc(CCCN2C(=O)c3ccccc3C2=O)n1,-1
COc1ccc(C2OCC(C)([N+](=O)[O-])CO2)cc1 (configuration not stated),-1
Cc1cc(NC(=O)CN2C(=O)NC(CC(C)C)C2=O)ccc1Br (configuration not stated),-1
COc1ccc(N(C)S(=O)(=O)c2cccc(C(=O)N3CCN(S(=O)(=O)c4ccc(C)cc4)CC3)c2)cc1,0
CC(C)(C)c1ccc(-c2nnc(SCC(=O)Nc3ccc(S(=O)(=O)Nc4nccs4)cc3)n2Cc2ccco2)cc1,5
CCOC(=O)N1CCC(NCCNC(=O)c2ccccc2)CC1,7
Nc1nc(F)nc2c1ncn2[C@@H]1O[C@H](COP(=O)(O)O)[C@@H](O)[C@@H]1O,-2
COc1cc(OC)cc(C(=O)NCCS(=O)(=O)N2CCN(Cc3ccccc3)CC2)c1,-2
Cc1nnc(SCC(=O)c2ccc(Br)cc2)s1,0
CC(C)(C)OC(=O)NCCCC[C@@H](C(=O)N1CCN(C(=O)OC(C)(C)C)CC1)n1cc(CCC(=O)O)nn1,4
c1csc(-c2nc3ccccc3[nH]2)c1,0
COCc1cc(C)nc(NCCO)c1C#N,-1
COc1c2ccccc2nn1C(C)C,1
Cc1nc(NC(=O)/C=C/c2ccccc2)sc1C(=O)Nc1ccccc1Cl,0
COc1cc(/C=N/Nc2nn3cnnc3c3ccccc23)ccc1O,-1
COc1ccc(OC)c(CN2C(=O)c3ccccc3C2c2nnnn2-c2c(C)cccc2C)c1 (configuration not stated),-4
CCOc1ccc(N(CC(=O)Nc2c(C)n(C)n(-c3ccccc3)c2=O)S(=O)(=O)c2cccc3cccnc23)cc1,2
O=C(NCc1cccnc1)c1ccccc1NS(=O)(=O)c1ccccc1,-1
CCOc1ccc(NC(=O)c2ccc3nccnc3c2)cc1,0
O=C(COC(=O)c1ccc2ccccc2c1O)Nc1ccccc1,2
Cc1c(Cl)cccc1NC(=O)CNC(=O)c1cn(-c2ccccc2)nc1-c1cccnc1,0
Cc1cc(C(=O)N2CCc3ccccc3C2)no1,3
COC(=O)c1ccccc1NC(NC(=O)c1ccco1)C(=O)c1ccc(C)cc1 (configuration not stated),-2
Clc1ccc(-c2ccc(-c3nn4c(-c5ccco5)nnc4s3)o2)cc1,2
COC(=O)C1=C(C)N(c2ccc(F)cc2)/C(=C/c2ccc(O)cc2)C1=O,-3
O=C(C1=C(O)C(=O)N(CCN2CCOCC2)C1c1ccc(F)cc1)c1cccs1 (configuration not stated),-1
Cc1nn(C2CCS(=O)(=O)C2)c(Cl)c1/C=C/C(=O)OCC(N)=O (configuration not stated),2
COc1ccc(C(=O)CCC(=O)Nc2cccnc2)cc1OC,-1
COc1cc(/C=N/n2c(-c3cc(C)[nH]n3)n[nH]c2=S)ccc1O,0

# Further compounds follow.
SMILES,TbREL1 inh
CN(CC(=O)Nc1cc(S(=O)(=O)N2CCCC2)ccc1Cl)Cc1nc2ccccc2c(=O)[nH]1,5
Cc1ccccc1OCCn1c(=S)[nH]c2c(N)ncnc21,-1
CSc1ncccc1C(=O)OCC(=O)NCc1ccccc1,-3
Cc1nc(N2CCN(Cc3ccccc3)CC2)nc2c1C(=O)CCC2,0
CN(C1CCCCC1)S(=O)(=O)c1cc2c(cc1Cl)NC(=O)CO2,3
O=C1OCCN1C(=O)[C@H]1[C@H](c2ccccc2)C(c2ccccc2)=NN1c1ccc(Br)cc1,3
CC(C)CCN1CCN(Cc2cnc(N3CCCC3)s2)CC1CCO (configuration not stated),-4
CCOC(=O)CNC(=O)CSc1nnc(NC(=O)c2ccc(C)cc2)s1,0
C=CCOc1ccc(C(=O)N(Cc2ccc(N(C)C)cc2)C2CCS(=O)(=O)C2)cc1 (configuration not stated),-6
CCOc1ccc2nc(NS(=O)(=O)c3cccs3)sc2c1,5
c1ccc(-c2cc3ccccc3cn2)cc1,3
O=C(Nc1ccc(F)cc1)OC1CC2CC1[C@H]1CCCCN1C2 (some centres not stated),4
Cc1ccc(C(=O)NCCN2CCN(C(=O)c3ccc(C)c(C)c3)CC2)cc1C,-1
Oc1ccc(C[C@@H]2CNCCN2CCc2cccc(F)c2)cc1,3
CCCCn1c(N)c(N(CCC(C)C)C(=O)COC(=O)c2sccc2C)c(=O)[nH]c1=O,-3
CCc1c(C)nc2[nH]nc(-c3ccccc3)n2c1=O,4
O=C(COC(=O)C12CC3CC(CC(O)(C3)C1)C2)NC(=O)NCc1ccco1,0
COc1ccc(Nc2ncc(C(=O)N3CCC(C(N)=O)CC3)c3ccccc23)cc1,-1
CC(C)C[C@@H](CN=[N+]=[N-])N1CCN(Cc2ccccc2)CCC1=O,-3
CCOC(=O)NC(=O)CSc1nnc(C2CC2)n1Cc1ccco1,-1
COc1cc(C)c(Br)cc1S(=O)(=O)NCCN1CCOCC1,-4
CC(C(=O)NCc1ccccc1)N1C(=O)CN(C)C(=O)c2ccccc21 (configuration not stated),0
Cc1ccc(OCCNC(=O)CCc2ccccc2)cc1C,-2
O=C(NCc1ccco1)c1ccccc1NS(=O)(=O)c1ccc(Br)s1,1
CCN1CCN(C(=O)Cn2c(=O)sc3ccccc32)CC1,2
Nc1nc(-c2ccccc2Br)cs1,2
Cc1cc(OCC(=O)Nc2ncn[nH]2)ccc1Cl,-2
Cc1cc(-c2nnc(SCC(=O)Nc3cccc4ccccc34)n2N)n[nH]1,3
COc1ccccc1CNC(=O)c1cn(C)c2ccc(S(=O)(=O)N3CCCC3)cc2c1=O,-3
Cc1sc2ncn(CC(=O)NCC(=O)N3CCN(c4ccccc4F)CC3)c(=O)c2c1C,1
CC(=O)c1cccc(NC(=O)c2ccoc2C)c1,3
CC1(C(=O)NS(=O)(=O)c2ccc(Cl)s2)CCN1C(=O)CCc1ccccc1 (configuration not stated),4
COc1ccc(O)c(C(=O)c2cc(C#N)c(=O)n(-c3c(C)n(C)n(-c4ccccc4)c3=O)c2)c1,-1
COc1ccc(/C=N/NC(=O)CSc2nnc(CCCc3ccc(OC)c(C)c3)o2)cc1,0
COc1ccc(NC(=O)C2CCCN(S(=O)(=O)c3ccc4c(c3)oc(=O)n4C)C2)cc1OC (configuration not stated),-2
CC(C)(C)C(=O)NCCCc1nc2ccccc2n1CCCOc1ccc(Cl)cc1,4
C[C@H](NC(=O)c1ccco1)C(=O)Nc1cc(S(=O)(=O)N2CCCC2)ccc1OCC(F)(F)F,-2
COc1ccccc1N1CCN(C(=O)CNS(=O)(=O)c2ccc(Br)s2)CC1,-3
COc1ccc(-c2cc(C(=O)OCC(=O)c3c(N)n(C)c(=O)n(C)c3=O)c3ccccc3n2)cc1,-1
O=C(CN1CCN(C2CCCCC2)CC1)Nc1ccccc1-c1ccccc1,0
Cc1ccnc(SCC(=O)Nc2c(C)n(C)n(-c3ccccc3)c2=O)n1,7
Cc1ccc(S(=O)(=O)NCCC(=O)N2CCN(c3ccccc3)CC2)cc1C,-1
CSc1ncnc2[nH]ccc12,5
O=C(Nc1c(-c2ccc(C(F)(F)F)cc2)nc2ncccn12)c1ccccc1,6
O=c1c(Cc2ccccc2)c(O)ccn1Cc1ccco1,-2
CCN1C(=O)CC(N2CCC(C(=O)OC)CC2)C1=O (configuration not stated),-4
O=C(CN1CCOc2ccccc21)NCc1ccc(Cl)cc1,-2
Nc1nonc1C(=O)NCCN=Cc1ccccc1O,0
Clc1ccc2[nH]c3c(c2c1)CCc1cn[nH]c1-3,8
CC1=CC=CC2=NC(=O)CC(C)(C(=O)N(CC(=O)NC3CCCC3)c3ccc(F)cc3)N12 (configuration not stated),-3

# Going on with the list:
SMILES,TbREL1 inh
COc1cccc(N(C(=O)Cn2nnc(-c3ccc(C)cc3)n2)C(C(=O)NC(C)(C)C)c2c[nH]c3ccccc23)c1 (configuration not stated),6
c1ccc(-c2n[nH]c3c2CCC3)cc1,0
COc1ccc(C(=O)C(=NNc2ccccc2)c2ccc(OC)cc2)cc1,1
O=C(CCCn1c(=S)[nH]c2ccccc2c1=O)N1CCN(c2cccc(Cl)c2)CC1,2
CCN(CC)S(=O)(=O)c1ccc2oc(C(=O)N3CCOCC3)c(C)c2c1,0
COCCNC(=O)C1(C)CCCN(Cc2cc(-c3ccccc3)n(C)n2)C1 (configuration not stated),-2
CN(C)c1ccnc(Nc2ccccc2)c1C#N,1
CCN(Cc1ccccc1)C(=O)CCNS(=O)(=O)c1cc(Br)cnc1N,1
CN(CCCNC(=O)C1CCC(=O)N1Cc1ccc(F)cc1)c1ccccc1 (configuration not stated),-5
CC(C)n1cc(/C=C2\NC(=O)N(c3cccc(Cl)c3)C2=O)c2ccccc21,-3
CC(=O)Nc1ccc(C(=O)COC(=O)CCN2C(=O)C3CC=CCC3C2=O)cc1 (configuration not stated),-6
O=C(NCCN1CCOCC1)C1CCC(=O)N1Cc1ccc(F)cc1 (configuration not stated),2
C=CC[C@H](CC(=O)N(CCO)Cc1ccccc1)C(=O)N[C@H](COC(=O)[C@@H](CC=C)Cc1ccc(F)cc1)Cc1c[nH]c2ccccc12,2
C[C@H]1[C@@H](NC(=O)C#Cc2ccccc2)CC[C@@]23CCCN2C(=O)CCC[C@@H]13,9
CC(C)C(NC(=O)OC(C)(C)C)C(=O)N1CCCC1C(=O)NC(Cc1ccccc1)C(N)=O (configuration not stated),-2
Cc1cc(C)c2c(=O)[nH]n(C3CCOC(C)(C)C3)c2n1 (configuration not stated),-5
Cc1nn(-c2ccccc2)c(C)c1C(=O)OCC(=O)NCc1ccco1,3
C/C=C(\C)C(=O)Nc1cccc(C2=NOC3(C2)C[C@H](C(N)=O)N(C(=O)CC#N)C3)c1 (some centres not stated),0
CCCCN(C(=O)c1cc2c(s1)CCC2)c1c(N)n(CC(C)C)c(=O)[nH]c1=O,0
Cc1cccc(Cn2cc3c(=O)n(Cc4cccc(F)c4)nc-3c3ccccc32)c1,2

# 3 successive entries from above:
SMILES,TbREL1 inh
CC(=O)Nc1ccc(C(=O)COC(=O)CCN2C(=O)C3CC=CCC3C2=O)cc1 (configuration not stated),-6
O=C(NCCN1CCOCC1)C1CCC(=O)N1Cc1ccc(F)cc1 (configuration not stated),2
C=CC[C@H](CC(=O)N(CCO)Cc1ccccc1)C(=O)N[C@H](COC(=O)[C@@H](CC=C)Cc1ccc(F)cc1)Cc1c[nH]c2ccccc12,2

# Continued:
SMILES,TbREL1 inh
O=C(Cc1c(F)cccc1Cl)NNC(=S)Nc1ccc(S(=O)(=O)Nc2ncccn2)cc1,-3
Cc1cc[n+](CC(=O)c2ccccc2)c2ccccc12,2
Cc1ccc(S(=O)(=O)N2CCOCC2)cc1C(=O)NCCCn1ccnc1,4
CCc1ccccc1NC(=O)CNC(=O)c1cc(C2CC2)nc2c1cnn2C(C)C,1
O=C(Nc1c(S(=O)(=O)c2ccc(Cl)cc2)csc1Br)c1ccccc1Cl,3
CC(C)n1nnnc1C1(C)CCSCC(=O)N1Cc1cccc(C(F)(F)F)c1 (configuration not stated),0
